# AMA1 RON2 block: qHTS for Inhibitors of AMA1-RON; Towards Development of Antimalarial Drug Lead: Primary Screen; Plasmodium falciparum AMA1 (3D7) - RON2 peptide interaction; AlphaScreen AMA1-biotinylated RON2 peptide binding; Potency, µM (highest dose often 58.2 µM), without a hit: at the highest dose activity change, negative = inhibition, actives largely listed as inhibitors; 0.2% of 360,000 active;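 further: potency means the concentration at half of the fitted maximal effect; 0% = vehicle wells and -100% = peptide control; nearly all actives have a fitted effect of over 45% in size; some results filed as inactive show a strong effect at the top dose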
#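 AMA1 (3D7) with his tag at 25 nM final met compounds first, then biotinylated RON2 peptide at 25 nM; detection used donor plus acceptor beads, 10 µg/mL apiece, read by AlphaScreen after 30 min at room temperature.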
# AmpC inh no detg: qHTS Inhibitors of AmpC Beta-Lactamase (assay without detergent); P00811; AmpC nitrocefin hydrolysis, absorbance 480 nm, 0.0001% Triton; Potency, µM (top dose mostly 57.1 µM), inactives show top-dose activity change, negative = inhibition, most hits filed as inhibitors; 0.52% of 330,000 active;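 further: potency means the concentration at half of the fitted maximal effect; plate controls were no compound for no effect and no enzyme for full effect; nearly all actives have a fitted effect of over 20% in size; some results filed as inactive show a strong effect at the top dose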
# Target sequence (P00811 whole entry, looked up): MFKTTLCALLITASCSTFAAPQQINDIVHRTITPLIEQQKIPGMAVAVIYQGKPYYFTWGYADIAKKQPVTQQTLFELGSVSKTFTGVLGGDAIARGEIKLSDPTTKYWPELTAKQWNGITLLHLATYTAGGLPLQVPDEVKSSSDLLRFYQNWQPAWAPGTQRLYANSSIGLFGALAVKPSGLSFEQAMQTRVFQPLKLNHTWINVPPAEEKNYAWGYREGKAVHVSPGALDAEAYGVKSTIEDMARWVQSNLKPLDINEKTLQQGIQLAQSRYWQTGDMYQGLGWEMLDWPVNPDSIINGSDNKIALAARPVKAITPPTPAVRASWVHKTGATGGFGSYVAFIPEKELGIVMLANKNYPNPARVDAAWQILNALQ
#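 20 mM phosphate pH 7.0 + 0.01% (detergent screen) or 0.0001% Triton X-100; 5.3 nM AmpC reagent; cpd preinc 15 min RT; nitrocefin (800 uM stock) to start; A480 q20 s × 4 min; Activity was normalised to no-enzyme and no-compound control wells.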
# TbPYK inhibitor: qHTS of Trypanosoma Brucei Inhibitors. TbPYK enzyme, Kinase-Glo Plus ATP luminescence, 45 min. Potency, µM (top dose mostly 76.8 µM), without a hit: at the top dose activity, negative = inhibition, hits mostly inhibitors. 0.12% of 410,000 active; further: potency means the concentration at half of the fitted maximal effect; nearly all actives have a fitted effect of over 50% in size
#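 Enzyme and substrate buffer are dispensed first and compound is pin-transferred. ADP at 130 uM final then starts the reaction, which runs 45 min at room temperature. Detection reagent is added for 10 min before luminescence is imaged.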
# AmpC inh detg: qHTS Inhibitors of AmpC Beta-Lactamase (assay with detergent). P00811. 0.041% of 370,000 active. Potency, µM (titrated, usually from 114 µM), inactives show top-dose activity change, negative = inhibition, hits mostly inhibitors. AmpC hydrolysis of nitrocefin, absorbance 480 nm, 0.01% Triton. AID 485294, 2010;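 further: potency means the concentration at half of the fitted maximal effect; 0% = no-compound wells and -100% = no-enzyme wells; nearly all actives have a fitted effect of over 25% in size; some results filed as inactive show a strong effect at the top dose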
#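 20 mM phosphate pH 7.0 + 0.01% (detergent screen) or 0.0001% Triton X-100; 5.3 nM AmpC reagent; cpd preinc 15 min RT; nitrocefin (800 uM stock) to start; A480 q20 s × 4 min; Activity was normalised to no-enzyme and no-compound control wells.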
# LmPK inhibitor: qHTS Assay for Inhibitors of Leishmania Mexicana Pyruvate Kinase (LmPK); purified LmPK, Kinase-Glo ATP luminescence, 1 h; 0.37% of 290,000 active; Q27686; Potency, µM (titrated, usually from 57.5 µM), for the others: at the highest dose activity change, negative = inhibition, most hits filed as inhibitors; further: potency means the concentration at half of the fitted maximal effect
# Target sequence (Q27686 whole entry, looked up): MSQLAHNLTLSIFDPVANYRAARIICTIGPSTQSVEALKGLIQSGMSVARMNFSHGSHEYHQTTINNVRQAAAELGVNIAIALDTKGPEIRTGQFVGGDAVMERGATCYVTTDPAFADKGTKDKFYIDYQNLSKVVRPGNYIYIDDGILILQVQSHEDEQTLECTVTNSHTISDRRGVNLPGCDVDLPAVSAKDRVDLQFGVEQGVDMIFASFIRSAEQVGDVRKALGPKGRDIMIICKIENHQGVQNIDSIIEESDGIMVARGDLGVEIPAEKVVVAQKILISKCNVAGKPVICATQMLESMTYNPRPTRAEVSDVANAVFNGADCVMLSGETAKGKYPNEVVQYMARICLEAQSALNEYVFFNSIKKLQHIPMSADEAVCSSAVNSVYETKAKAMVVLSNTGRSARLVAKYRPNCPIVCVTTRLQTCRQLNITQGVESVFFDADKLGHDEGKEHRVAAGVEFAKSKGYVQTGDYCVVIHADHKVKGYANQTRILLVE
#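 In 50 mM imidazole pH 7.2 with 7 mM MgCl2, LmPK (0.1 nM) turned over PEP (0.5 mM) and ADP (0.1 mM) for 1 h at room temperature. Luciferase read-out of ATP.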
# HCV inh: qHTS Assay for Inhibitors of Hepatitis C Virus (HCV) | Huh7.5.1 HCVcc-Cre infection, luciferase reporter, 44 h | Potency, µM (doses to about 41.8 µM), for inactives: top-dose activity change, negative = inhibition, most hits filed as inhibitors | 3.4% of 340,000 active | AID 651820, 2012; further: potency means the concentration at half of the fitted maximal effect
#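 Cells (1,000/well) were plated 4 h before compound, then infected with HCVcc-Cre virus (~0.5 moi). After 44 h further culture, infection was read as luciferase luminescence following a 15 min substrate incubation at room temperature.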
# HCMV inh: qHTS Assay for inhibitors of the human cytomegalovirus (HCMV). 4.5% of 410,000 active. activity change, negative = inhibition, % at 57.5 µM. HFF cells, HCMV-luciferase reporter, 72 h; hits give low values; in the data active means activity change below about -60%; inconclusive means no clear call, values can overlap the other calls; inactive means above about -39%
#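 Inhibition of viral replication was scored as loss of reporter luminescence in HFFs infected with HCMV-luciferase (MOI 1 PFU/cell) for 72 h; compounds tested at 2 doses, normalized to buffer and Salinomycin controls.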
# Numbers without * were called inactive; ? = inconclusive; nt = not tested or not shown; [ ] = another dose, or the depositor's remark. Unless noted, the call rests on the fitted dose curve; in most records, active means well fitted curve in the direction sought with a large enough effect; inconclusive means small, poorly fitted or top-dose-only effect, or another doubt; inactive means no such curve, though single readings can be large; an effect the other way counts as inactive or inconclusive. Unless noted, on the % scale 0 is the no-effect control and ±100 the full control effect.
# Short forms: A = AMA1 RON2 block; B = AmpC inh no detg; C = TbPYK inhibitor; D = AmpC inh detg; E = LmPK inhibitor; F = HCV inh; G = HCMV inh
compound: COC(=O)Cn1nnc(N2CCOCC2)n1
  A = 6%	B = -9%	C = 0%	D = 4%	E = -7%	F = 5%	G = 49
compound: C(=N\Nc1ccc2nncn2n1)/c1ccccn1
  A = 74%[activator]	B = -25%	C = -1%	D = 1%	E = -10%	F = -69%	G = -87*
compound: Cc1ccc(S(=O)(=O)N2CCN(CC(=O)N/N=C\c3ccncc3)CC2)cc1
  A = 3%	B = 40%	C = 5%	D = -5%	E = 1%	F = 9%	G = -32
compound: Cc1oc(-c2ccccc2F)nc1CN1CCC(C(=O)NCc2ccco2)CC1
  A = 3%	B = -8%	C = 7%	D = -8%	E = 3%	F = -41%	G = 23
compound: COc1ccc(CN2C(=NC(=O)CCc3ccccc3)SC3CS(=O)(=O)CC32)cc1 (stereo not drawn)
  A = -7%	B = -33%	C = 5%	D = -8%	E = -7%	F = -3%	G = -5
compound: Cc1ccc(NC(=O)c2ccc3nccnc3c2)c(C)c1
  A = -9%	B = -19%	C = 5%	D = -13%	E = 0%	F = -24%	G = -68*
compound: S=c1[nH]nc(-c2ccncc2)n1/N=C/c1ccccc1
  A = 59%[activator]	B = -23%	C = ?	D = -5%	E = 0%	F = -1%	G = 28
compound: Cc1ccc(S(=O)(=O)N2C[C@@H](C)[C@]3(C2)[C@H](O)[C@H](OC(=O)NCc2ccccc2F)C[C@H]2C(=O)N(c4ccccc4)C(=O)[C@H]23)cc1
  A = -4%	B = nt	C = 0%	D = nt	E = nt	F = nt	G = -9
compound: CCOC(=O)C1CCN(C(=O)c2ccccc2Oc2ccccc2)CC1
  A = 8%	B = 23%	C = 2%	D = ?	E = -1%	F = 2%	G = -31
compound: Cc1cc(CN(C)C(=O)CCc2nnc(Cc3cccc(C(F)(F)F)c3)o2)on1
  A = 7%	B = 25%	C = 3%	D = 3%	E = 4%	F = 17%	G = 6
compound: C[C@@H]1CN([C@@H](C)CO)C(=O)c2cc(Br)cnc2O[C@H]1CN(C)C(=O)Nc1ccccc1
  A = -6%	B = nt	C = -3%	D = nt	E = nt	F = nt	G = -19
compound: Cc1oc2cc(OCc3cnn(-c4ccccc4)c3)ccc2c(=O)c1Oc1ccccc1F
  A = 8%[11.6 µM]	B = -34%	C = -2%	D = ?	E = 1%	F = 7%	G = -19
compound: CN1C(=O)C(C(=O)NC(C)(C)C)C2c3ccccc3OC13CCCCC23 (stereo not drawn)
  A = -6%	B = 42%	C = -28%	D = -3%	E = -2%	F = 12%	G = -30
compound: CCOc1ccc(S(=O)(=O)NCC(c2ccco2)S(=O)(=O)c2ccc(F)cc2)cc1 (stereo not drawn)
  A = nt	B = nt	C = 0%	D = 3%	E = nt	F = nt	G = -22
compound: COCCn1c(CNC(=O)c2ccccc2C)nc2cccnc21
  A = nt	B = nt	C = 2%	D = 8%	E = nt	F = nt	G = -19

# In the list so far, 5 contain fluorine:
# Short forms: A = AMA1 RON2 block; B = AmpC inh no detg; C = TbPYK inhibitor; D = AmpC inh detg; E = LmPK inhibitor; F = HCV inh; G = HCMV inh
compound: Cc1oc(-c2ccccc2F)nc1CN1CCC(C(=O)NCc2ccco2)CC1
  A = 3%	B = -8%	C = 7%	D = -8%	E = 3%	F = -41%	G = 23
compound: Cc1ccc(S(=O)(=O)N2C[C@@H](C)[C@]3(C2)[C@H](O)[C@H](OC(=O)NCc2ccccc2F)C[C@H]2C(=O)N(c4ccccc4)C(=O)[C@H]23)cc1
  A = -4%	B = nt	C = 0%	D = nt	E = nt	F = nt	G = -9
compound: Cc1cc(CN(C)C(=O)CCc2nnc(Cc3cccc(C(F)(F)F)c3)o2)on1
  A = 7%	B = 25%	C = 3%	D = 3%	E = 4%	F = 17%	G = 6
compound: Cc1oc2cc(OCc3cnn(-c4ccccc4)c3)ccc2c(=O)c1Oc1ccccc1F
  A = 8%[11.6 µM]	B = -34%	C = -2%	D = ?	E = 1%	F = 7%	G = -19
compound: CCOc1ccc(S(=O)(=O)NCC(c2ccco2)S(=O)(=O)c2ccc(F)cc2)cc1 (stereo not drawn)
  A = nt	B = nt	C = 0%	D = 3%	E = nt	F = nt	G = -22

# (listing goes on)
# Short forms: A = AMA1 RON2 block; B = AmpC inh no detg; C = TbPYK inhibitor; D = AmpC inh detg; E = LmPK inhibitor; F = HCV inh; G = HCMV inh
compound: O=C(OCc1cnc(Cl)s1)c1ccc(Cl)cc1
  A = 35%[activator]	B = -28%	C = -1%	D = 2%	E = 5%	F = ?	G = -28
compound: Cc1cccc(C)c1NC(=S)N(Cc1cccs1)C1CCCC1
  A = 7%	B = -23%	C = -1%	D = 2%	E = 0%	F = 26%	G = 47
compound: Cc1cnc(C(=O)OCC(=O)c2ccc(Cl)cc2)cn1
  A = 6%	B = -3%	C = -1%	D = 4%	E = -7%	F = 10%	G = -3
compound: COc1ccc(NC(=O)N2c3ccccc3CC2C)cc1OC (stereo not drawn)
  A = 4%	B = -24%	C = nt	D = -10%	E = 0%	F = 0%	G = 42
compound: CSc1cccc(NC(=O)NCc2cccc(CNC(=O)Nc3cccc(SC)c3)c2)c1
  A = 13%	B = -44%	C = 2%	D = 10%	E = 5%	F = ?	G = ?
compound: Cc1nc(SCC(=O)Nc2c(C)n(C)n(-c3ccccc3)c2=O)c(C#N)c(C)c1C
  A = 3%	B = -21%	C = -13%	D = ?	E = nt	F = -27%	G = -22
compound: O=C(Nc1cc(S(=O)(=O)N2CCCCC2)ccc1Cl)C1COc2ccccc2O1 (stereo not drawn)
  A = -9%[11.6 µM]	B = -30%	C = 3%	D = nt	E = nt	F = 11µM*	G = -14
compound: COC(=O)C[C@@H]1C[C@H]2c3cc(NC(=O)CC4CC4)ccc3O[C@H]2[C@@H](CO)O1
  A = -5%	B = nt	C = -11%	D = nt	E = nt	F = nt	G = 13
compound: CCCc1cc(=O)[nH]c(SCc2nc3ccccc3s2)n1
  A = -12%	B = -30%	C = -1%	D = -9%	E = 3%	F = -1%	G = 8
compound: O=C(NC1CCCCCC1)c1ccc(=O)n(Cc2ccccc2)n1
  A = -6%	B = 54%	C = 4%	D = 9%	E = 8%	F = -19%	G = -66*
compound: COC(=O)c1ccc(Cn2nnc3c(=O)[nH]c(C4CCCN(S(=O)(=O)c5ccc(C)cc5)C4)nc32)cc1 (stereo not drawn)
  A = 8%	B = -25%	C = -1%	D = -8%	E = 4%	F = 5%	G = -32
compound: Cc1onc(-c2c(F)cccc2Cl)c1C(=O)N1CCCC1
  A = 9%	B = -25%	C = -2%	D = -7%	E = nt	F = 7%	G = -12
compound: COc1ccc(-c2nc(-c3ccccc3)c(-c3ccc(O)cc3)[nH]2)cc1
  A = nt	B = nt	C = -5%	D = 2%	E = nt	F = nt	G = 47
compound: COc1ccc(N(C(=O)c2cccnc2)S(=O)(=O)c2cc(OC)ccc2OC)cc1
  A = 11%	B = 57%	C = -8%	D = 4%	E = 1%	F = 19%	G = 25
compound: O=C1c2c([N+](=O)[O-])cc([N+](=O)[O-])cc2S(=O)N1Cc1ccccc1 (stereo not drawn)
  A = -12%	B = -27%	C = ?	D = 2%	E = -2%	F = 13%	G = 18
compound: CCCCn1nnc(NC(=O)c2ccc(-c3ccccc3)cc2)n1
  A = -4%	B = -38%	C = 4%	D = 1%	E = -2%	F = ?	G = -37
compound: O=C(NCc1ccc(F)cc1)c1cccc(S(=O)(=O)N2CCOCC2)c1
  A = -5%	B = -7%	C = 6%	D = -5%	E = nt	F = 0%	G = -12
compound: Cc1ccc(C(=O)C=CC=Cc2ccccc2)cc1
  A = 5%	B = nt	C = -15%	D = nt	E = nt	F = nt	G = 18
compound: CCOCCCN(C(=O)c1snc(C(N)=O)c1N)C(C(=O)NC1CCCC1)c1ccc(F)cc1 (stereo not drawn)
  A = 6%	B = 20%	C = 4%	D = 0%	E = 0%	F = ?	G = 16
compound: CCOC(=O)c1sc(=S)n(-c2ccccc2)c1C
  A = -8%	B = -16%	C = -2%	D = 2%	E = 0%	F = 3%	G = -37
compound: CCOc1ccccc1NC(=O)C1C2CCC3C(CCC21)C3(Cl)Cl (stereo not drawn)
  A = -8%	B = -1%[2.29 µM]	C = 0%	D = -8%	E = 5%	F = ?	G = -15
compound: CN(C)CCCOC(=O)c1cc2ccccc2o1
  A = -3%	B = -12%	C = -1%	D = 3%	E = 2%	F = 1%	G = 6
compound: COCCn1c(=S)[nH]c2ncccc2c1=O
  A = 11%	B = -20%	C = 0%	D = 3%	E = 0%	F = -2%	G = 5
compound: CCCCc1nnc(NC(=O)CSc2nc(O)c(-c3ccccc3)c(=O)[nH]2)s1
  A = 7%	B = -50%	C = -8%	D = -9%	E = 18%	F = 9%	G = ?
compound: COc1ccccc1CNC(=O)C1CCCCN1S(=O)(=O)c1ccccc1 (stereo not drawn)
  A = -22%	B = -6%	C = -5%	D = 6%	E = 3%	F = -11%	G = -2
compound: CCOC(=O)C1CCN(c2nc3cc(OC)ccc3cc2C#N)CC1
  A = -8%	B = 93%[activator]	C = 6%	D = ?	E = -3%	F = -5%	G = -13
compound: CCN=c1scc(-c2ccco2)n1/N=C/c1ccc(O)cc1
  A = 34%[activator]	B = -32%	C = -2%	D = -15%	E = 3%	F = ?	G = 41
compound: COC(=O)CC1C(=O)NCCN1C(=S)Nc1cc(C)cc(C)c1 (stereo not drawn)
  A = 10%	B = -17%	C = -4%	D = -13%	E = -1%	F = 8%	G = -33
compound: COc1ccc(Oc2cccc(Cl)c2CNC(=O)c2ccccc2C(=O)O)cc1
  A = 2%	B = -28%	C = 1%	D = -1%	E = 3%	F = -11%	G = 25
compound: CN(CC(=O)Nc1ccc(F)cc1)C(=O)CSc1nccn1C
  A = 2%	B = -11%	C = 2%	D = -21%	E = nt	F = 6%	G = 1
compound: CC(C)(C)c1ccc(C(=O)NCCC(=O)NCc2ccc(F)cc2)cc1
  A = -2%	B = nt	C = 0%	D = nt	E = nt	F = nt	G = -82*
compound: CC(C)c1ccc(Nc2c(-c3ccco3)nc3ccccn23)cc1
  A = nt	B = nt	C = 1%	D = -4%	E = nt	F = nt	G = 69
compound: O=C(O)c1ccc(Cl)c(S(=O)(=O)Nc2ccc(OCc3ccccc3)cc2)c1
  A = -17%	B = ?	C = -3%	D = -9%	E = 5%	F = -4%	G = 25
compound: CC(C)CN(CC(C)C)C(=O)c1cc(S(=O)(=O)N2CCCCC2)c[nH]1
  A = 1%	B = 10%	C = 0%	D = -6%	E = 0%	F = 2%	G = ?

# Source: PubChem BioAssay
